PvdQ inh: blocks Pseudomonas aeruginosa PvdQ acylase activity | inhibition, % at 10 µM | AID 488965 | actives 0.063% (n = 340,000) | purified PvdQ acylase, fluorescence plate reader; in the data active = inhibition above about 30%, passing the limit was not always enough;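 also: 0% = vehicle neutral wells and 100% = reference inhibitor wells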
Rtt109 HAT inh: inhibitors of Candida albicans Rtt109/Vps75 histone acetyltransferase; inhibition, % at 34.9 µM; purified Rtt109/Vps75, ThioGlo CoA-SH fluorescence, 4 h; actives 0.16% (n = 330,000); Q5AAJ8;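 active = inhibition of at least 50% in every replicate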
CAL PDZ FP-1: blocks peptide binding to the human CAL PDZ domain; purified CAL PDZ, TMR-peptide fluorescence polarization, 1 h; inhibition, % at 24.9 µM; actives 0.92% (n = 300,000); AID 602252;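 active = mean inhibition of at least 30% with at least half of replicates also reaching 30%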;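 also: 0% = DMSO neutral control and 100% = excess unlabeled competitor peptide PRC23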
CAL PDZ FP-2: blocks peptide binding to human CAL PDZ domain. Q9HD26. purified CAL PDZ, TMR-peptide fluorescence polarization, 1 h. inhibition, % at 20 µM. actives 0.02% (n = 330,000). AID 504414;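 active = highest replicate inhibition of at least 40%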;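 also: plate controls were DMSO neutral control wells for no effect and unlabeled competitor peptide control wells for full effect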
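Control set: unlabelled peptide and DMSO controls / Material: purified CerCALP PDZ construct / Timing: 1 h incubation at room temperature before polarization reading / Doses: 20 µM, one dose / Detection: fluorescence polarization (mP)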
MITF act: MITF TRPM1 promoter activation in melanoma cells; activation, % at 12.5 µM; SK-MEL-5 TRPM1-promoter luciferase, 24 h; % of positive control, neutral wells = 0; actives 0.75% (n = 300,000);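 active = mean activation of at least 80% with every replicate also reaching 80%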;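 also: 0% = neutral control wells and 100% = parthenolide positive control wells; values of inactives mirror those of a sister screen read the other way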
dFosB activator: mouse delta FosB homodimer activation; activation, % at 25 µM; purified delta FosB, TAMRA-CDK5 oligo fluorescence polarization; percent of positive-control signal above neutral wells; actives 0.99% (n = 340,000); P13346;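 active = mean activation above about 17%, with every replicate also reaching it, limit read from the data, passing the limit was not always enough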;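 also: fluorescence polarization rise as delta FosB binds a TAMRA Cdk5 AP-1 oligo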
Target sequence (P13346 whole entry, looked up): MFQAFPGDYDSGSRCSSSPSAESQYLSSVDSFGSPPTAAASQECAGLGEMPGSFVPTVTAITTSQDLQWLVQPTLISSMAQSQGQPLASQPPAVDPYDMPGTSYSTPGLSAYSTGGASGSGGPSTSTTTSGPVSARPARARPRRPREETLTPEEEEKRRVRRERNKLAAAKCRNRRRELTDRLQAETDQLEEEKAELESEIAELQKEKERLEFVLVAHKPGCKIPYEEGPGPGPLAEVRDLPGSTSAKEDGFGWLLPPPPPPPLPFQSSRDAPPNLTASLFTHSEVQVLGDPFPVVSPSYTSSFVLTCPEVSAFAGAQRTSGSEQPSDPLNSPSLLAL
SR-BI uptake up: enhances SR-BI lipid uptake from DiI-HDL; CHO ldlA[mSR-BI] cells, DiI-HDL uptake fluorescence, 3 h; 100 = double the neutral-control signal; activation, % at 12.5 µM; actives 0.096% (n = 320,000);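 active = mean replicate activation of at least 60% and every replicate at or above 60%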;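 also: 0% = median plate neutral-control signal and 100% = twice that signal; values of inactives mirror those of a sister screen read the other way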
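Test system: SR-BI-overexpressing, LDLR-lacking CHO cells; Also added: labelled HDL, 10 µg/mL; Measured by: bottom-read cell fluorescence after medium removal, ex 550/em 595 nm; Timing: 3 h uptake period with compound, 37 °C; Buffer or medium: F12, 0.5% BSA, 25 mM HEPES; Doses: single compound concentration, delivered by pin transfer.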
NSD2 inh: blocks human histone methyltransferase NSD2. O96028. NSD2 peptide methylation, AlphaScreen, 120 min. inhibition, % at 12.5 µM. actives 0.54% (n = 310,000). AID 743445; in the data active = inhibition above about 50%
SR-BI HDL uptake: mouse SR-BI HDL lipid transfer inhibition; ldlA[mSR-BI] CHO cells, DiI-HDL uptake fluorescence, 3 h; actives 0.96% (n = 320,000); Q61009; AID 488896; inhibition, % at 12.5 µM;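 active = mean replicate inhibition of at least 70% and a set share of replicates each scoring 70 or more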;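 also: 0% = median of neutral control wells and 100% = median of positive control wells; values of inactives mirror those of a sister screen read the other way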
Target sequence (Q61009 whole entry, looked up): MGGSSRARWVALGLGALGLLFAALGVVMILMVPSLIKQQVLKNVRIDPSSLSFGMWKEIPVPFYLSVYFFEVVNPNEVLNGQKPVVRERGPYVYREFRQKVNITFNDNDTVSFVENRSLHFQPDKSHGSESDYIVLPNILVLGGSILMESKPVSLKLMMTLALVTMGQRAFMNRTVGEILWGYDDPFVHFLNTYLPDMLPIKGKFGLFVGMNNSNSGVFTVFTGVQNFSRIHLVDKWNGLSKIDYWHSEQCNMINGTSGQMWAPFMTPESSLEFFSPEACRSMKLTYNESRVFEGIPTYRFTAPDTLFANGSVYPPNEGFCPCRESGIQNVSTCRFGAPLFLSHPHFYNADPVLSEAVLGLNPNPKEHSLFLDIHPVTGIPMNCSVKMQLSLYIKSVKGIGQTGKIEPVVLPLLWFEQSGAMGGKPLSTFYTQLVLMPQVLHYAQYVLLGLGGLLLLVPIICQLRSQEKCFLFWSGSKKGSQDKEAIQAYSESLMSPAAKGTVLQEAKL
PfHsp90 yeast 2: growth inhibition of yeast expressing Plasmodium Hsp90. S. cerevisiae expressing PfHsp90, BacTiter-Glo ATP, 48 h; yeast lacking PDR1 and PDR3 efflux regulators. inhibition, % at 9.4 µM. actives 0.32% (n = 310,000). AID 504621;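 active = every replicate shows inhibition above about 80%, whatever the replicate mean, limit read from the data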;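 also: 0% = DMSO neutral controls and 100% = 20 µM radicicol positive controls; yeast relying on Plasmodium falciparum Hsp90 in place of its own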
Active calls of the source: *; / = not tested or not shown.

1. O=C(c1ccco1)N1CCN(Cc2nc3ccccc3[nH]2)CC1
2. O=C(CN1CCC(n2nnc3cc(F)ccc32)CC1)Nc1ccc2c(c1)CCC2
3. CCN1CCN(CCCNC(=O)c2cc3c(=O)oc4ccc(C)cc4c3s2)CC1
4. COc1cccc(/C=C2/SC(=S)N(CC(=O)NNC(=O)c3ccccc3O)C2=O)c1
5. CC1CCC(C(C)C)C(OCC(O)CNC(C)c2ccccc2)C1 (stereo unspecified)
6. CC(=O)Nc1ccc(NC(=O)C2CCN(c3ccc(C(F)(F)F)cn3)CC2)cc1
7. COc1ccc(NC(=O)CC2C(=O)N(C)C(=S)N2Cc2ccncc2)cc1 (stereo unspecified)
8. CC(=O)Nc1ccc(NC2=CC(=O)CC(C)(C)C2)cc1

screen / no.	1	2	3	4	5	6	7	8
PvdQ inh	-4.9	-7.4	-15.3	-9.9	-2.7	0.7	-16.2	8.5
Rtt109 HAT inh	-1.0	5.9	6.5	-0.7	15.0	/	-2.3	11.5
CAL PDZ FP-1	-1.6	0.2	-4.9	4.7	4.4	5.6	-4.3	9.8
CAL PDZ FP-2	0.3	-1.6	-4.1	-1.7	0.5	-0.4	-1.1	-0.8
MITF act	-8.4	-10.2	4.5	-0.7	-53.6	-4.9	-2.2	/
dFosB activator	-11.8	-5.3	-60.2	21.1*	3.2	10.6	-3.6	-2.6
SR-BI uptake up	-0.6	-56.4	-37.6	/	-14.0	-16.2	-3.7	11.1
NSD2 inh	-4.3	/	11.2	0.4	2.7	-3.0	-6.8	3.1
SR-BI HDL uptake	0.6	56.4	37.6	/	14.0	16.2	3.7	-11.1
PfHsp90 yeast 2	/	-18.5	-22.7	0.2	-7.6	16.5	/	6.9

9. N#CCC(=O)NC1CCC(CC2CCC(NC(=O)CC#N)CC2)CC1 (stereo unspecified)
10. O=C(Nc1ccnn1C1CCN(Cc2ccc(O)c(Cl)c2)CC1)C1CCCC1
11. CC(C)n1c(C(F)(F)F)nc2cc(C(=O)N3CCC(O)CC3)ccc21
12. O=C(NCC1CC1)C1(S(=O)(=O)c2ccccc2)CC=CC1
13. Cc1ccc(NC(=O)c2cc(S(=O)(=O)N3CCc4ccccc43)cn2C)cc1
14. Cc1cc(NC(=O)CCC(=O)N(Cc2ccccc2)C(C(=O)NC2CCCC2)c2ccc(C)o2)no1 (stereo unspecified)
15. CC(CCc1ccccc1)NC(=O)c1nnc(Cc2ccc(Cl)cc2)o1 (stereo unspecified)
16. CCc1nnc(NC(=O)C2CCCN2C(=O)Nc2ccc(C)cc2)s1 (stereo unspecified)

screen / no.	9	10	11	12	13	14	15	16
PvdQ inh	1.8	0.4	-10.2	-7.3	12.3	-5.5	-3.0	-2.7
Rtt109 HAT inh	16.9	-0.9	-5.5	-2.1	-4.9	-19.1	-3.6	-2.2
CAL PDZ FP-1	0.1	-1.6	/	-1.2	-6.1	-0.5	/	-4.1
CAL PDZ FP-2	-0.8	-1.8	-0.6	0.5	1.4	-2.3	-1.2	-1.7
MITF act	7.1	-6.6	-2.9	6.9	-18.3	-0.5	-1.2	4.8
dFosB activator	-7.9	-6.7	-4.3	-1.3	-0.3	-11.5	2.6	-4.3
SR-BI uptake up	5.4	-0.6	-30.9	7.5	-36.5	24.8	-9.8	-6.6
NSD2 inh	-2.0	-1.7	8.3	/	/	-0.4	/	/
SR-BI HDL uptake	-5.4	0.6	30.9	-7.5	36.5	-24.8	9.8	6.6
PfHsp90 yeast 2	-1.2	-9.0	-2.1	7.3	5.9	-1.8	-27.3	-9.4

17. NC(=O)c1cc([N+](=O)[O-])ccc1NCc1ccc(N)cc1
18. C/C(=N/NC(=S)Nc1cccc(C)c1)c1cccc([N+](=O)[O-])c1
19. C=CCn1c(-c2ccc(Cl)cc2)cnc1SC(C)C(=O)NC(N)=O (stereo unspecified)
20. O=C(CNC(=O)C1COc2ccccc2O1)Nc1ccc(F)c(F)c1 (stereo unspecified)
21. O=c1n(S(=O)(=O)c2cccc3cccnc23)c2ccccc2n1S(=O)(=O)c1cccc2cccnc12
22. Cc1cccn(Cc2c(F)cccc2Cl)c1=O
23. CC(C)C(NS(=O)(=O)c1ccccc1)C(=O)N1CCCCCC1 (stereo unspecified)
24. Cc1cc2cc3c(cc2nc1SCC(=O)N1c2ccccc2CC1C)OCO3 (stereo unspecified)

screen / no.	17	18	19	20	21	22	23	24
PvdQ inh	-10.2	-2.9	-14.6	-11.9	-23.3	-10.3	-9.9	-3.1
Rtt109 HAT inh	0.8	5.9	1.9	-2.6	12.7	-1.6	-2.4	1.6
CAL PDZ FP-1	-1.3	3.2	-6.0	/	-1.4	/	-2.2	2.1
CAL PDZ FP-2	-1.1	-3.5	-0.8	-1.0	-1.1	-0.6	1.0	-0.5
MITF act	-75.7	14.3	3.0	-5.0	7.7	/	4.0	-5.3
dFosB activator	-2.5	-5.0	-5.2	-15.6	-16.7	7.5	-6.2	-3.8
SR-BI uptake up	4.3	-11.3	10.0	-2.9	17.4	-2.5	-15.1	-21.4
NSD2 inh	/	0.4	/	1.2	1.9	2.9	-1.0	/
SR-BI HDL uptake	-4.3	11.3	-10.0	2.9	-17.4	2.5	15.1	21.4
PfHsp90 yeast 2	11.5	-12.9	-1.8	/	-17.4	-12.5	-8.6	-27.8

25. CCC(C)(C)C1CCC2(CC1)NC(=O)N(CC(=O)Nc1nc(-c3ccc(C)cc3)cs1)C2=O (stereo unspecified)
26. COc1ccc(C(=O)n2c(N)nc3ccccc32)cc1OC
27. O=C1C2CC=CCC2C(=O)N1Nc1ccccc1 (stereo unspecified)
28. COc1cc(C)c(NC(=O)c2cccc(S(=O)(=O)N3CCCC3)c2)cc1OC
29. Cc1cccc(C)c1OCc1cc(C(=O)N2CCN(c3ccc(F)cc3)CC2)no1
30. CC1=C(C(=O)OC(C)C)C(c2c(O)ccc3ccccc23)NC(=O)N1 (stereo unspecified)
31. COc1ccc(/C=C2\SC(N)=NC2=O)cc1
32. Cc1noc(C)c1COC(=O)c1ccc2c(c1)OCCO2

screen / no.	25	26	27	28	29	30	31	32
PvdQ inh	-8.9	-9.1	-14.4	-2.0	9.9	-12.0	-5.5	-2.6
Rtt109 HAT inh	-15.7	0.5	-0.1	-2.9	9.8	6.0	7.3	-4.0
CAL PDZ FP-1	-4.1	-4.6	-3.9	/	-5.3	/	-3.0	0.2
CAL PDZ FP-2	-1.0	/	-4.1	-0.2	-2.2	-1.0	-19.8	-2.3
MITF act	0.8	50.8	-9.5	8.5	65.3	0.4	-5.0	38.6
dFosB activator	34.5*	0.2	-9.4	-0.3	-4.9	-4.4	2.2	-1.5
SR-BI uptake up	-28.2	-28.7	16.0	-85.6	-16.4	/	0.8	-2.2
NSD2 inh	24.1	-2.9	0.4	-2.2	2.2	/	-0.1	-2.2
SR-BI HDL uptake	28.2	28.7	-16.0	85.6*	16.4	/	-0.8	2.2
PfHsp90 yeast 2	8.3	-8.5	7.6	/	-8.0	-6.2	19.3	1.9

Part of the list above in order of molecular weight, low to high:
31. COc1ccc(/C=C2\SC(N)=NC2=O)cc1
27. O=C1C2CC=CCC2C(=O)N1Nc1ccccc1 (stereo unspecified)
26. COc1ccc(C(=O)n2c(N)nc3ccccc32)cc1OC
23. CC(C)C(NS(=O)(=O)c1ccccc1)C(=O)N1CCCCCC1 (stereo unspecified)
28. COc1cc(C)c(NC(=O)c2cccc(S(=O)(=O)N3CCCC3)c2)cc1OC
29. Cc1cccc(C)c1OCc1cc(C(=O)N2CCN(c3ccc(F)cc3)CC2)no1
25. CCC(C)(C)C1CCC2(CC1)NC(=O)N(CC(=O)Nc1nc(-c3ccc(C)cc3)cs1)C2=O (stereo unspecified)

screen / no.	31	27	26	23	28	29	25
PvdQ inh	-5.5	-14.4	-9.1	-9.9	-2.0	9.9	-8.9
Rtt109 HAT inh	7.3	-0.1	0.5	-2.4	-2.9	9.8	-15.7
CAL PDZ FP-1	-3.0	-3.9	-4.6	-2.2	/	-5.3	-4.1
CAL PDZ FP-2	-19.8	-4.1	/	1.0	-0.2	-2.2	-1.0
MITF act	-5.0	-9.5	50.8	4.0	8.5	65.3	0.8
dFosB activator	2.2	-9.4	0.2	-6.2	-0.3	-4.9	34.5*
SR-BI uptake up	0.8	16.0	-28.7	-15.1	-85.6	-16.4	-28.2
NSD2 inh	-0.1	0.4	-2.9	-1.0	-2.2	2.2	24.1
SR-BI HDL uptake	-0.8	-16.0	28.7	15.1	85.6*	16.4	28.2
PfHsp90 yeast 2	19.3	7.6	-8.5	-8.6	/	-8.0	8.3

Next part
33. C=CCN(C(=O)c1ccc2snnc2c1)c1ccccc1
34. COc1ccc(CC(=O)NNC(=S)NC(=O)c2cccnc2)cc1
35. COc1cccc(/C=N/NC(=O)CN(CCc2ccccc2)S(=O)(=O)c2ccc(NC(C)=O)cc2)c1
36. O=S(=O)(NC1CCSc2ccccc21)c1ccccc1 (stereo unspecified)
37. CC(=O)N1N=C(c2ccc(Cl)cc2)OC1(C)C
38. CCN(CC)S(=O)(=O)c1cc(NC(=O)CN2CCN(c3ccccn3)CC2)ccc1C
39. O=C(c1cccc(NC2=NC3CS(=O)(=O)CC3S2)c1)N1CCN(c2ccc(F)cc2)CC1 (stereo unspecified)
40. Fc1ccc(OCc2nn3c(Cn4nnc5ccccc54)nnc3s2)cc1
41. Cc1ccccc1OCC(=O)OCC(=O)Nc1ccc2c(c1)OCO2
42. COC(=O)c1sc(SC)c(-c2ccon2)c1C

screen / no.	33	34	35	36	37	38	39	40	41	42
PvdQ inh	-10.5	1.4	-7.5	-12.6	-11.9	-13.2	-3.2	2.3	-17.2	2.2
Rtt109 HAT inh	-0.1	-8.4	8.0	-4.3	3.8	-16.6	-10.9	-5.7	-2.5	-1.8
CAL PDZ FP-1	-1.6	5.0	-2.9	-1.1	-21.1	/	-2.3	-2.8	13.8	6.7
CAL PDZ FP-2	-2.2	1.6	-2.4	-3.8	-1.4	-0.2	-0.9	-1.3	-0.7	-0.8
MITF act	-1.9	-0.6	16.1	8.7	-3.1	-11.9	/	/	-2.8	/
dFosB activator	-6.5	-3.2	-12.4	-5.4	-7.7	-5.3	1.6	-11.6	3.7	-3.2
SR-BI uptake up	-6.0	2.4	-23.2	-13.8	10.1	-30.2	31.3	8.0	3.6	-6.1
NSD2 inh	6.8	3.4	-1.6	-2.2	-2.5	1.8	/	-1.0	-2.5	-3.2
SR-BI HDL uptake	6.0	-2.4	23.2	13.8	-10.1	30.2	-31.3	-8.0	-3.6	6.1
PfHsp90 yeast 2	-12.5	-3.6	25.2	47.5	33.5	-9.1	-6.7	/	-4.3	0.1
